# From PubChem
# FAS-TE inh – inhibitors of human fatty acid synthase thioesterase domain; recombinant FAS-TE, OMFH fluorogenic substrate, fluorescence endpoint; inhibition, % at 15 µM; AID 602261; actives 0.67% (n = 360,000);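 active = compounds whose normalised, plate-corrected inhibition of enzyme fluorescence in the single-dose primary screen is 50% or more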;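 note: 0% = DMSO with enzyme and 100% = substrate without enzyme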
# Target sequence (P49327 whole entry, looked up, the tested form may be a part): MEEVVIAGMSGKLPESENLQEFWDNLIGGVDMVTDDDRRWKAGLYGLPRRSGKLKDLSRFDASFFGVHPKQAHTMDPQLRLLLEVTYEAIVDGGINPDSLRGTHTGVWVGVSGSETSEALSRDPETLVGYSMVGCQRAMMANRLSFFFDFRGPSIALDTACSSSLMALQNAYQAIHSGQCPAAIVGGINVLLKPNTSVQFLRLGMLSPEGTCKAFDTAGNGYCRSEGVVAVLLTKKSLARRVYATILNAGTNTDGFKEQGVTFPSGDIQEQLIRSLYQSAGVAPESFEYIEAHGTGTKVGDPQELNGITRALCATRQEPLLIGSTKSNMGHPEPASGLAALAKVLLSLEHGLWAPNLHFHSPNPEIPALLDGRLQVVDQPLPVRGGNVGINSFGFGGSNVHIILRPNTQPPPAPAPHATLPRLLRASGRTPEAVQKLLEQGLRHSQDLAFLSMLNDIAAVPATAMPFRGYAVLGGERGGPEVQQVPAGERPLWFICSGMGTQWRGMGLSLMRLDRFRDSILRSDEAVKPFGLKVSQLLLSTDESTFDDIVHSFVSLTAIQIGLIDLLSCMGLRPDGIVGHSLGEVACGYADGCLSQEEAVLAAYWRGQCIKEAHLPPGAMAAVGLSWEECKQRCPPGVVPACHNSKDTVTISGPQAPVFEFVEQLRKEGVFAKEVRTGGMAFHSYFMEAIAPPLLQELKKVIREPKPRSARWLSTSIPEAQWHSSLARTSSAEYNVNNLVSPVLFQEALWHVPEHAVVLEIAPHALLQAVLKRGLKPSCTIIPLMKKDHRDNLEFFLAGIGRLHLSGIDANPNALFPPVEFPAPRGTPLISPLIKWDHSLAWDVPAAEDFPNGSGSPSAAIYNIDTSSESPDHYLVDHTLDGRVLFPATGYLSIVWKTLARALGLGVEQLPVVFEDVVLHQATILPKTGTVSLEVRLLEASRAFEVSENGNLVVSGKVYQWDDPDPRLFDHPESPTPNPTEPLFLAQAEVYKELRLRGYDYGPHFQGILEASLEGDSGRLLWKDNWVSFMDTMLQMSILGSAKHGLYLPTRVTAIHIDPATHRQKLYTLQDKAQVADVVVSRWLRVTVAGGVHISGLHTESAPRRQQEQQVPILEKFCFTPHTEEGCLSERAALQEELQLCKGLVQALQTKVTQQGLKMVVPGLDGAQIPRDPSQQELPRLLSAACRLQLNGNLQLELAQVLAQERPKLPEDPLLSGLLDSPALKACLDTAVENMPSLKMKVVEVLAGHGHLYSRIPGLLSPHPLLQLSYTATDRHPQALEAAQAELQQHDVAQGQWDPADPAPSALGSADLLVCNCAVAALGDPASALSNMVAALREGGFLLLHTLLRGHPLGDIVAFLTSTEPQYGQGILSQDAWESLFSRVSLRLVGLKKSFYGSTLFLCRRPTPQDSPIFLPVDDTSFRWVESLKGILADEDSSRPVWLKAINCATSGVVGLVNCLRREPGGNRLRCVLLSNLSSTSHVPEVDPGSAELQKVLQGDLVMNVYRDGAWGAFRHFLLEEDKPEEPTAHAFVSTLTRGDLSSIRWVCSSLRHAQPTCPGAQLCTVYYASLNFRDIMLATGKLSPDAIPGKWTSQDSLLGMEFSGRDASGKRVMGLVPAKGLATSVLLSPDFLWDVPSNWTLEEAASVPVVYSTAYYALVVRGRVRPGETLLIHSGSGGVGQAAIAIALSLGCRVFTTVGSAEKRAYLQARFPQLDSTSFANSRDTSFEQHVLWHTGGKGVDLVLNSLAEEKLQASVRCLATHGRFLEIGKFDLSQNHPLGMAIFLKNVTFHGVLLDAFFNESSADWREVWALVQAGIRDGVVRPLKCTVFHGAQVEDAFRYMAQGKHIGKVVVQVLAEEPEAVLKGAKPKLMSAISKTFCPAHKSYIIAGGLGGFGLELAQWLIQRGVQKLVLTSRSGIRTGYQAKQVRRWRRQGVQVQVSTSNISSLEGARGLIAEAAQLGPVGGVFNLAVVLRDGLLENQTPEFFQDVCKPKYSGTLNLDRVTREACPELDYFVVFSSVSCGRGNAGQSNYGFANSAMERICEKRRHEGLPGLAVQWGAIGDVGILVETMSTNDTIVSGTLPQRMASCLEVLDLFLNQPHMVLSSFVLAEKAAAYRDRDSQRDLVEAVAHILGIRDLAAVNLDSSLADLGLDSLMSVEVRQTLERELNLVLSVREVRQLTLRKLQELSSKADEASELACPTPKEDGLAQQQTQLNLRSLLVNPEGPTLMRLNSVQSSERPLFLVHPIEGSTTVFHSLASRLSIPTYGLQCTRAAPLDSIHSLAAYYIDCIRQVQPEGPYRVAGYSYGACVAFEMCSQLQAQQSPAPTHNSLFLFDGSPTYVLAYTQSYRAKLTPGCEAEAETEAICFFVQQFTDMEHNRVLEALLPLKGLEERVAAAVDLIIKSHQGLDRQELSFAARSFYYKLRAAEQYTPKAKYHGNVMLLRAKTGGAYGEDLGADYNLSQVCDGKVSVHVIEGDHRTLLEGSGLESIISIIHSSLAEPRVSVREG
# Neddylation inh – blocks human cullin neddylation. P61081+Q13564. TR-FRET cullin neddylation, biochemical. calls only at 25 µM. actives 0.58% (n = 360,000); in the data active = inhibition above about 36%
# eLon inh – E. coli protease La inhibition. purified E. coli Lon protease, fluorescence polarization. inhibition, % at 7.94 µM. actives 0.42% (n = 360,000); in the data active = inhibition above about 13%, passing the limit was not always enough;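 note: 0% = enzyme with probe and DMSO and 100% = no enzyme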
# PABP1 MLLE inh – blocks PAM2 peptide binding to the PABP1 MLLE domain; inhibition, % at 20 µM; P11940; GST-MLLE / FITC-PAM2 fluorescence polarization; actives 0.36% (n = 360,000); in the data active = inhibition above about 35%, passing the limit was not always enough;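 note: plate controls were DMSO wells with GST-MLLE for no effect and wells lacking GST-MLLE protein for full effect; some results filed as inactive read as strong as hits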
# bovine MsrA act – activates bovine MsrA enzyme | purified bovine MsrA, absorbance read-out | activation, % at 10.6 µM | actives 0.3% (n = 360,000); in the data active = activation above about 7.5%;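 note: 0% = vehicle and 100% = reference activator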
# NRP1-CendR mod – modulators of CendR peptide binding to human neuropilin-1 | O14786 | FAM-RPARPAR peptide binding to NRP-1, fluorescence polarization | inhibition, % at 25 µM | actives 0.85% (n = 360,000);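 active = inhibition or corrected inhibition above about 18%, plus a signal ratio from 0.5 to 1.5, limit read from the data, passing the limit was not always enough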; note: strong numbers were not always called active
# SKN-1 block – blocks SKN-1 activity in C. elegans; C. elegans VP596 Pgst-4::GFP/RFP ratio, acrylamide-induced, 24 h; inhibition, % at 21.8 µM; actives 0.49% (n = 360,000); AID 624304;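 active = interference check ratio from 0.5 to 1.5 plus GFP to RFP signal ratio inhibition reaching or exceeding a fixed threshold, cut at about 30% in these data, passing the limit was not always enough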; note: some compounds called inactive have numbers as strong as hits
# MT1-MMP act inh – inhibitors of human MT1-MMP activation. P50281. HT1080 RFP-PRO-GFP cells, GFP/RFP ratio fluorescence, overnight; percent of plate control window, DMSO zero. GFP/RFP ratio change, % at 20 µM. actives 0.061% (n = 360,000);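 active = GFP/RFP ratio change of at least 30% with cell ATP level not reduced by more than half and red fluorescence within 50% of control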; note: strong numbers were not always called active
#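 Material – HT1080 RFP-PRO-GFP cells · Control set – DMSO wells and RFP-L50D-GFP cells · Incubation – overnight cell settling, then overnight compound exposure, 37 °C, 5% CO2 · Compound dosing – single-point 20 µM compound, 1% DMSO · Read-out – GFP/RFP fluorescence ratio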
# Rin1 Abl inh – human Rin1-Abl interaction inhibition. P00519+Q13671. TR-FRET Rin1/Abl binding, biochemical. actives 0.4% (n = 360,000). AID 588664. inhibition, % at 7.35 µM; in the data active = inhibition above about 5%, passing the limit was not always enough
# An asterisk follows results filed as active; i = inactive; . = no result given.
SMILES,FAS-TE inh,Neddylation inh,eLon inh,PABP1 MLLE inh,bovine MsrA act,NRP1-CendR mod,SKN-1 block,MT1-MMP act inh,Rin1 Abl inh
O=C(CSc1nc2ccccc2n1CCc1ccccc1)NC1CCS(=O)(=O)C1 (centres undefined),-2,i,1,-95,0,-6,-2,-6,0
O=C(CN1CCN(c2ccccc2F)CC1)NC(=O)NCc1ccco1,-5,i,9,-13,-6,-2,2,-2,2
CCN(CCNC(=O)C1CCN(Cc2nc(-c3cccc(Cl)c3)oc2C)CC1)c1ccccc1,9,i,-2,8,1,4,-14,-2,-2
CCC(C(=O)Nc1cccnc1Cl)c1ccccc1 (centres undefined),-5,i,-6,3,1,4,27,1,1
O=S(=O)(NCc1ccccc1)NCc1ccc(Cl)cc1Cl,21,i,-28,1,-2,7,-2,-2,4
O=C(COC(=O)CCS(=O)(=O)c1ccc(Cl)cc1)NC1CCCCC1,-5,i,-5,3,-7,9,2,-8,-1
Cn1cnnc1SCC(=O)N1N=C(c2ccc(Cl)cc2)CC1c1ccco1 (centres undefined),-2,i,-7,-1,-4,14,6,1,0
COc1ccccc1NC(=O)Nc1nc(CC(=O)N2CCN(c3ccc(F)cc3)CC2)cs1,32,i,4,-10,-3,-5,-3,0,0
NC(=O)c1c(NC(=O)c2ccccc2)sc2c1CCC2,4,i,-2,4,-1,-14,19,2,-1
O=C(Cc1ccccc1)NCc1cccnc1,-2,i,-2,15,-3,-7,12,-2,-5
N#CCC(=O)N/N=C/c1cn(Cc2cccc3ccccc23)c2ccccc12,3,i,-2,-4,-2,-14,2,-5,2
C=CCn1c2ccccc2c(=O)c2cc(C#Cc3cc(OC)cc(OC)c3)ccc21,30,i,2,-13,-1,-25,2,9,0
Cc1cc(O)cc(=O)n1C,-4,i,3,-4,-2,4,0,-6,-4
O=C(NCC1CCCO1)C1CC(c2ccccc2Cl)=NO1 (centres undefined),-9,i,-14,6,1,1,13,11,1
CCOC(=O)c1c(-c2ccccc2)cn2ccccc12,10,.,-2,-10,-5,18,17,-3,-1
COc1ccc(CNCCCNCc2ccc(OC)c(OC)c2)cc1OC,-9,i,-2,-4,-1,7,6,5,-3
COc1ccc(CCNC(=O)CN2C(=O)NC(CCSC)C2=O)cc1 (centres undefined),0,i,-8,-20,-2,-6,4,1,0
O=S1(=O)N[C@@H](Cc2ccccc2)COc2cccc(N3CCSCC3)c21,13,i,2,.,-2,-6,10,2,.
O=C(Nc1ccncc1)c1ccc(Cl)c(S(=O)(=O)N2CCc3ccccc32)c1,12,i,-11,-5,-8,-7,-15,11,-1
Cc1nn(-c2ccccc2)nc1C(=O)Nc1cccc(C(=O)NC2CC2)c1,8,i,-2,-6,-2,2,-1,-4,2
CCc1cc(=O)oc2c(C)c(OC(C)C(=O)NCCCN3CCOCC3)ccc12 (centres undefined),-4,i,0,5,-3,1,-1,0,-3
COc1ccc(C(=O)Nc2nnc(S(=O)(=O)N3CCC(C)CC3)s2)cc1OC,-1,i,2,-6,-5,9,-8,0,-1
COc1ccc(CNc2oc(C)nc2C#N)cc1,-4,i,-4,1,4,11,-10,-1,-2
Cc1cc(=O)n2nc(N3CCC(C(=O)NCc4ccccc4)CC3)sc2n1,-5,i,-9,-9,-5,-2,-1,4,2
Cc1c(C(=O)NCCCN2CCOCC2)sc2ncnc(N3CCN(c4ccccc4)CC3)c12,-2,i,-4,9,-9,-7,17,0,-3
# The list continues:
SMILES,FAS-TE inh,Neddylation inh,eLon inh,PABP1 MLLE inh,bovine MsrA act,NRP1-CendR mod,SKN-1 block,MT1-MMP act inh,Rin1 Abl inh
COc1ccc(CNC(=O)COC(=O)CCC(=O)c2cccs2)cc1,-6,i,-4,-5,-1,-20,5,0,-5
CC(Oc1cccc(Cl)c1)C(=O)Nc1ccc(S(=O)(=O)NC2=NCCCCC2)cc1 (centres undefined),-1,i,-2,-71,-7,-7,11,3,1
CCOc1cc2c(cc1O)C(=NOC)CC1C2CCC2(C)C(O)CCC12 (centres undefined),-1,i,-20,10,0,-13,10,3,1
CCOC(=O)Cc1c(C)nc2c(-c3cccc(Br)c3)cnn2c1C,-2,.,-3,10,1,0,8,-3,2
O=C(NNC(=O)c1ccccc1F)c1ccc(-c2ccccc2Cl)o1,1,i,-9,4,-3,-6,10,-3,-5
CCCc1nc2c(o1)CC(CC(C)SCC)CC2=O (centres undefined),-2,i,-4,-9,-2,-2,18,5,5
COc1ccc(N(CC(=O)N2CCN(Cc3ccc4c(c3)OCO4)CC2)S(C)(=O)=O)cc1OC,-7,i,-1,-5,2,3,13,3,0
CCOc1ccc(NC(=O)C2=C(C)NC(=S)NC2c2ccc(O)c(OC)c2)cc1 (centres undefined),-6,i,2,-112,-1,-8,11,7,0
COc1ccc2nnc(-c3ccccc3)n2n1,-4,.,-3,-3,1,0,-4,-5,2
O=C(NCC1CCCO1)C(c1cccnc1)N(C(=O)Cc1cccs1)c1ccccc1 (centres undefined),-7,i,-19,-1,-3,-8,3,-1,1
Cn1c2ccccc2c(=O)c2ccc(Cl)cc21,0,.,-3,-1,-1,12,16,-2,0
COc1ccc(S(=O)(=O)N2CCN(C(=O)CN3C(=O)NC4(CCCC4)C3=O)CC2)cc1,-4,i,8,-13,-4,-4,8,2,3
COc1cc(/C=C2\SC(=S)N(CC(=O)Nc3cccnc3)C2=O)cc(OC)c1OC,9,i,-10,10,-3,1,-7,6,-6
Cc1cc(S(=O)(=O)Nc2c(C(=O)O)[nH]c3ccccc23)ccc1F,-12,i,-6,11,-2,-17,-9,0,3
COc1ccc(CC(=O)OCN2C(=O)c3ccccc3C2=O)cc1OC,-1,i,4,11,-5,6,-14,1,1
Cc1c(Cl)cccc1NC(=O)CNc1cccc(C(F)(F)F)c1,9,i,-5,-14,-2,-4,6,.,0
Cc1sccc1/C=N/NC(=O)c1cccc2ccccc12,-1,i,-3,3,-7,-9,-3,4,2
Cc1cc(C)n(C(=O)CNC(=O)c2ccccc2F)n1,-6,i,4,-4,-2,5,18,1,-2
COc1ccc2cc(C3=CCCC3(C)C(=O)O)ccc2c1 (centres undefined),-7,i,13,-4,0,-3,21,6,0
COc1cccc(N2CC(C(=O)Nc3nnc(SCc4ccccn4)s3)CC2=O)c1 (centres undefined),-12,i,-5,-49,-5,-5,4,3,-4
CCC(C)NC(=O)c1[nH]c(C)c(C(=O)OC)c1C (centres undefined),-11,i,-9,-14,-5,-13,11,3,3
Cc1oc2cc3oc(=O)c(CC(=O)N[C@@H](C)C(=O)NC(Cc4ccc(Cl)cc4)C(=O)O)c(C)c3cc2c1C (some centres undefined),6,i,-11,5,-5,-16,12,-3,0
COc1ccc(-c2csc(Nc3ccccn3)n2)cc1,18,i,0,11,-3,-14,40*,-4,-1
O=C(CSc1nnc(-c2cnccn2)n1Cc1ccco1)Nc1ccc(Br)cc1,7,i,6,-16,-1,-1,-5,0,-2
COc1ccc(F)cc1-c1cc(C(=O)Nc2ccc(NC(C)=O)cc2)[nH]n1,-1,i,6,-8,-7,-6,10,3,-3

# Reprinted at random: 5 compounds from above.
SMILES,FAS-TE inh,Neddylation inh,eLon inh,PABP1 MLLE inh,bovine MsrA act,NRP1-CendR mod,SKN-1 block,MT1-MMP act inh,Rin1 Abl inh
COc1cccc(N2CC(C(=O)Nc3nnc(SCc4ccccn4)s3)CC2=O)c1 (centres undefined),-12,i,-5,-49,-5,-5,4,3,-4
Cc1c(Cl)cccc1NC(=O)CNc1cccc(C(F)(F)F)c1,9,i,-5,-14,-2,-4,6,.,0
COc1ccc(CC(=O)OCN2C(=O)c3ccccc3C2=O)cc1OC,-1,i,4,11,-5,6,-14,1,1
CCOC(=O)Cc1c(C)nc2c(-c3cccc(Br)c3)cnn2c1C,-2,.,-3,10,1,0,8,-3,2
CC(Oc1cccc(Cl)c1)C(=O)Nc1ccc(S(=O)(=O)NC2=NCCCCC2)cc1 (centres undefined),-1,i,-2,-71,-7,-7,11,3,1

# Remaining list, next part.
SMILES,FAS-TE inh,Neddylation inh,eLon inh,PABP1 MLLE inh,bovine MsrA act,NRP1-CendR mod,SKN-1 block,MT1-MMP act inh,Rin1 Abl inh
CCN(CC)C(=O)Cn1cc(S(=O)(=O)CC(=O)NCCc2ccccc2)c2ccccc21,-2,i,4,4,-2,10,5,1,0
O=C1NC(=O)C2(COC(c3cccc([N+](=O)[O-])c3)OC2)S1 (centres undefined),-4,i,-8,16,-4,4,11,1,3
CC(C)Oc1ccc(S(=O)(=O)N2CCOCC2)cc1NC(=O)c1cc([N+](=O)[O-])ccc1N1CCOCC1,35,i,-9,-5,-5,2,8,0,2
O=C(c1cccc(S(=O)(=O)NCc2ccccc2)c1)N1CCN(c2cccc(C(F)(F)F)c2)CC1,17,i,-4,12,-2,5,9,-5,-5
C=CCSc1nc(N)c(NC(=O)c2ccco2)c(=O)[nH]1,-12,i,-5,19,-7,2,-2,0,-1
COC(=O)[C@]12CCCCC=C1N(Cc1ccc3c(c1)OCO3)C(=O)[C@H](CC(=O)NCc1cccs1)C2,.,i,.,.,.,0,-16,4,.
COc1ccc(-c2cc3onc(-c4c(Cl)cccc4Cl)c3c(=O)n2C)cc1,12,i,11,10,-5,-13,-1,0,-1
C=C(C)CNC(=S)N/N=C(\C)c1ccc(-n2ccnc2)cc1,12,i,-2,28,-2,8,11,9,-3
COC(=O)C(CC(=O)Nc1cc(C)ccc1C)Nc1ccccc1OC (centres undefined),-2,i,1,-13,-2,0,6,-7,1
Cc1ccc(-n2c(SCC(N)=O)nnc2-c2cccnc2)c(C)c1,-7,i,9,-24,-3,-6,7,1,2
Cc1cc(C)cc(OC2CCCCC2NS(=O)(=O)c2ccccc2)c1 (centres undefined),29,i,-3,6,-1,11,9,-8,0
O=C(Nc1nc2ccc(F)cc2s1)C1CCN(S(=O)(=O)c2cc([N+](=O)[O-])ccc2Cl)CC1,29,i,-2,-13,-3,-6,-1,-5,0
COC(=O)c1ccc(-c2nc(CN3CCN(Cc4cccc(C)c4)CC3)c(C)o2)cc1,3,i,-5,8,-2,2,12,1,1
O=C(NCc1ccc(F)cc1)C(C(=O)NCc1ccc(F)cc1)c1ncc(C(F)(F)F)cc1Cl,58*,i,1,-2,-1,1,4,0,2
O=C(COC(=O)/C=C/c1ccccc1[N+](=O)[O-])NCC1CCCO1 (centres undefined),-1,i,2,-23,-1,2,3,0,0
COc1cc(OC)cc(C(=O)O/N=C(\N)c2ccncc2)c1,-13,i,-6,-9,-4,-1,16,-3,0
Cn1c(=O)c2c(nc(-n3ccnc3)n2C)n(C)c1=O,-6,i,-2,7,0,9,-1,2,4
C[C@H]1COC(=O)[C@H](CC(=O)OC(C)(C)C)C/C=C\C[C@H](CC(=O)N(CCO)Cc2ccccc2)C(=O)N1,-6,i,-13,12,-2,4,0,-1,3
CCOC(=O)N1CCN(S(=O)(=O)N(C)C)CC1,-4,i,-5,-7,-6,14,-7,10,-1
CN(CCCNC(=O)c1cc2c(=O)[nH]c3ccccc3c2n1C)Cc1ccccc1,0,i,-3,3,-1,-7,-23,1,3
COc1ccc(C(C)=O)cc1CSc1ccc2c(c1)OCCO2,17,i,-1,28,-3,0,-1,3,-2
C/C(=N\NC(=O)CSc1nc2ccccc2c(=O)n1-c1ccccc1C)c1cccs1,9,i,-16,35,-1,-1,-4,0,-1
O=C(Nc1ccccc1Oc1cccnc1)C1CCCN(C/C=C/c2ccccc2)C1 (centres undefined),1,i,3,-3,-7,9,-7,6,3
O=C(O)c1cccc(S(=O)(=O)Nc2cccc(S(=O)(=O)N3CCCC3)c2)c1,-8,i,-8,5,2,6,3,2,-1
O=C(c1ccc(Cl)c(S(=O)(=O)N2CCCCC2)c1)N1CCCC1,-4,i,0,6,-6,-7,9,3,1
O=S(=O)(NCCc1ccccc1)c1ccc(-n2cnnn2)cc1,3,i,13,2,-5,4,-18,1,0
